Screens from PubChem.
GIRK2 act: Activates human GIRK2-containing potassium channels | AID 1259324 | HEK293 GIRK2/NPY4 cells, thallium flux fluorescence | 34,000 tested, under 10 active | activation (% efficacy), % for hits at 37.5 µM;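 active = primary screen hit, no activity in plain HEK293 cells, and in GIRK2-only cells above 5% efficacy rising with concentration; inactive = the rest, including fluorescent compounds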;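 also: efficacy is normalized control-subtracted fluorescence 15 s after thallium addition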
Target sequence (P48051 whole entry, looked up): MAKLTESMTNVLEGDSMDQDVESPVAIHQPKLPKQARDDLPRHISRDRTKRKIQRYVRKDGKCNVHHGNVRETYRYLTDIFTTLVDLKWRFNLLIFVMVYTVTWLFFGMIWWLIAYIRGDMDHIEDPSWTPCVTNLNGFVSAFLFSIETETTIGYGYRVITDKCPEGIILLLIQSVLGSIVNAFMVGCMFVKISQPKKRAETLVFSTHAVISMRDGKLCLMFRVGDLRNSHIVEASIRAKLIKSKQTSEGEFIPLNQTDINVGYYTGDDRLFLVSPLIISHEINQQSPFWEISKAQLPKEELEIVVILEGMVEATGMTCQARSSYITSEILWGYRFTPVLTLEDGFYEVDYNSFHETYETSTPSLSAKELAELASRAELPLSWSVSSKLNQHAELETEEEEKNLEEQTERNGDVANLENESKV
Calls only; i = inactive.

SMILES	GIRK2 act
O=c1c(Oc2ccccc2Br)coc2c3c(ccc12)OCN(C1CCS(=O)(=O)C1)C3 (configuration not stated)	i
Cc1cc(-c2nnc(NC(=O)CCCSc3ccccc3)o2)nn1C	i
Cc1cc(S(=O)(=O)NCC2CCN(C(=O)NC(C)(C)C)CC2)c(Cl)cc1Cl	i
C=Cc1ccc(CN(c2cccc(F)c2)S(=O)(=O)c2ccc3nnc(C)n3c2)cc1	i
Cc1ccc(S(=O)(=O)c2cnc(SCC(=O)NC3CCCCC3)[nH]c2=O)cc1Cl	i
CC(C)CNC(=O)c1nc(-c2nc(-c3ccccn3)no2)cs1	i
CC1Cc2cc(-c3cc(CC(=O)NCc4cc(-c5cccs5)on4)no3)ccc2O1 (configuration not stated)	i
COc1cccc(NC(=O)Cn2ncn3nc4c(c3c2=O)CCCC4)c1	i
COc1cc(-c2nc(COC(=O)c3nnn(-c4ccc(F)cc4)c3C)c(C)o2)cc(OC)c1OC	i
COc1cc(NC(=O)C2CCN(c3cnc4ccccc4n3)CC2)cc(OC)c1OC	i
CN(CC(=O)N1CCCSCC1CN1CCOCC1)S(C)(=O)=O (configuration not stated)	i
Cc1cc(C(=O)N(CCc2cccs2)Cc2cccnc2)c(C)o1	i
Cc1cc(O)c(C(c2cccs2)c2c(O)cc(C)[nH]c2=O)c(=O)[nH]1	i
COc1ccc(NC(=O)Cn2cc(-c3ccc(C)cc3)c(N(C)C)n2)cc1	i
O=C(NCC1CCN(C(=O)/C=C/c2ccco2)CC1)c1cc(=O)c2ccccc2o1	i
Cc1cc(NC(=O)CCc2ccccc2)ccc1N1CCCCC1=O	i
Cn1cccc1C(O)CNC(=O)c1cc(=O)c2ccccc2o1 (configuration not stated)	i
COCCCNC(=O)c1ccc(C(C)(C)C)cc1	i
Cn1cccc(C(=O)N2CCC(c3nnc(-c4ccc(F)cc4)o3)CC2)c1=O	i
CCOCC(=O)N1c2ccccc2CC1C(N)=O (configuration not stated)	i
COc1ccc(N2CCCS2(=O)=O)cc1NC(=O)C(=O)NCCC(C)C	i
COC(=O)Nc1nc(CC(=O)Nc2cc(OC)c(OC)c(OC)c2)cs1	i
Cc1nn(CCNS(=O)(=O)c2ccccc2)c(C)c1Cl	i
CS(=O)(=O)N1CCC(C(=O)Nc2nc3c(s2)COc2ccccc2-3)CC1	i
Cc1ccc(-n2ncc3c(=O)n(NC(=O)COc4ccc(Cl)cc4Cl)cnc32)cc1	i
O=C(COc1ccccc1)NCC1(c2ccccc2)CCOCC1	i
CSc1ccccc1NC(=O)C(=O)NCC1CCN(C(=O)c2snnc2C)CC1	i
Cc1cc(O)c(C(=O)/C=C/c2ccccc2O)c(=O)o1	i
CC(C)(C)CC(=O)N1CCN(Cc2nnnn2-c2ccc(F)c(F)c2)CC1	i
CCOC(=O)Nc1ccc2c(c1)N(C(=O)c1cccs1)CC2	i
Cc1ccc(C(CNC(=O)C(=O)Nc2ccc(C)cc2[N+](=O)[O-])N2CCOCC2)cc1 (configuration not stated)	i
CCCS(=O)(=O)N1CCCc2cc(NC(=O)Nc3ccccc3OCC)ccc21	i
CN(C)c1ccc(-c2noc(-c3cc4ccc(O)cc4oc3=O)n2)cc1	i
O=C(Nc1nccs1)C1(c2cc(-c3ccco3)on2)CC1	i
NC(=O)c1ccccc1NC(=O)/C=C/c1ccco1	i
Cc1ccccc1-c1nc(S(=O)(=O)c2ccccc2)c(NCCCN(C)C)o1	i
CCOC(=O)Cn1c(=O)c2c(nc3n2CCCCN3c2ccc(C)cc2)n(C)c1=O	i
CCn1c(SCc2nc(-c3ccc(Cl)cc3)oc2C)nc2ccccc2c1=O	i
COc1ccc(CCNC(=O)Cn2nc(-c3ccc(OC)c(OC)c3)ccc2=O)cc1	i
CN1CC(NC(=O)c2ccccc2Br)CC1=O (configuration not stated)	i

A second format for part of the listing above.
> Cc1ccccc1-c1nc(S(=O)(=O)c2ccccc2)c(NCCCN(C)C)o1
  GIRK2 act = i
> CCOC(=O)Cn1c(=O)c2c(nc3n2CCCCN3c2ccc(C)cc2)n(C)c1=O
  GIRK2 act = i
> CCn1c(SCc2nc(-c3ccc(Cl)cc3)oc2C)nc2ccccc2c1=O
  GIRK2 act = i

Carrying on.
SMILES	GIRK2 act
Cc1cc(=O)[nH]c(-n2nc(C3CC3)cc2NC(=O)c2ccco2)n1	i
Cc1ccc(-n2nc3c(c2NC(=O)C(=O)NC(C)c2ccccc2)CSC3)c(C)c1 (configuration not stated)	i
CC(=O)Nc1cccc(NC(=O)c2ccc(=O)n(Cc3ccccc3F)c2)c1	i
CSc1cccc2sc(N3CCN(C(=O)NC(C)(C)C)CC3)nc12	i
O=C(NCC1CCN(Cc2ccco2)CC1)C(=O)Nc1ccc(F)c(Cl)c1	i
COc1cc(/C=C/C(=O)N2CCC(c3cccs3)CC2)cc(OC)c1OC	i
CCCCCNC(=O)CCCOc1ccc(C)cc1C	i
Cc1noc(C2CN(C(=O)c3ccc4ncsc4c3)C2)n1	i
COc1cccc(-c2cc(CC(=O)NCCC3=CCCCC3)no2)c1	i
O=C(CSc1ccc(F)cc1)N1CCC(Cn2cccn2)CC1	i
CC1CCCN(C(=O)c2csc(-c3cnccn3)n2)C1 (configuration not stated)	i
CCOc1ccc(-n2nnc(C(=O)NCc3ccco3)c2N)cc1	i
CCOc1cc(C(=O)Nc2ccc(CC(=O)N3CCCC3)cc2)cc(OCC)c1OCC	i
Cc1ccc(C)c(OCC(=O)Nc2ccccc2C(=O)O)c1C	i
CN(C)CCN(C(=O)c1ccn(C)n1)c1nc2ccc(Cl)cc2s1	i
COc1ccccc1NC(=O)N1CCCN(CCn2cccn2)CC1	i
CCOC(=O)c1ccc(NC(=O)c2ccc(=O)n(Cc3cccc(F)c3)c2)cc1	i
S=c1nc(NCc2ccccc2Cl)c2ccccc2[nH]1	i
COc1ccc(C(CNS(=O)(=O)c2ccc(Cl)cc2)N2CCN(C)CC2)cc1 (configuration not stated)	i
CC1(C)COCN1C(=O)c1ccc(S(=O)(=O)N2CCCC2)o1	i
COc1ccc(C(=O)CSc2nnc(-c3cn(C)nc3OC)n2C)cc1	i
Cc1nn(C2CCS(=O)(=O)C2)c(C)c1N1CCNCC1 (configuration not stated)	i
Cc1cc(C)c(NC(=O)Cn2nc(-c3ccco3)c3sc(N4CCCCC4)nc3c2=O)c(C)c1	i
Cn1nc2c(c1NC(=O)CCS(=O)(=O)c1ccc(F)cc1)CCC2	i
Cc1c(C)n2c3c(=O)n(CC(C)C)c(=O)n(C)c3nc2n1C1CCCC1	i
Cc1cc(C)n(CCN2CCCN(S(=O)(=O)c3ccc(Cl)cc3)CC2)n1	i
CC(C)CCNC(=O)C(=O)Nc1cccc(N2CCCCC2=O)c1	i
COc1ccc(-c2nnc(NC(=O)c3cc(Cl)sc3Cl)o2)cc1OC	i
COc1ccccc1NC(=O)NCC(O)c1ccsc1 (configuration not stated)	i
O=C(NCCCn1nc(-c2ccc(Cl)cc2)ccc1=O)c1ccco1	i
O=C(CCC1CCCCC1)N1CCC2(CC1)NC(=O)N(CCc1ccccc1)C2=O	i
COc1cn(-c2ccc(F)cc2)nc1C(=O)NC1CCCCCC1	i
N#Cc1cnc(-c2ccc(F)cc2)n(CC(=O)Nc2ccc(C(F)(F)F)cc2)c1=O	i
O=S(=O)(c1cc(Cl)ccc1Cl)N1CCN(c2ccc3nncn3n2)CC1	i
Cc1nnsc1C(=O)Nc1ccc2c(c1)N(C(=O)C1CC1)CC2	i
Cc1nccn1CCNC(=O)C(=O)Nc1ccc(OC(F)(F)F)cc1	i
O=C(Nc1nc2ccc([N+](=O)[O-])cc2s1)c1ccc(=O)n(Cc2c(F)cccc2Cl)c1	i
Cc1ccc(Cl)cc1S(=O)(=O)NC1CCCC(O)C1 (configuration not stated)	i
CCn1c(SCC(=O)Nc2cccc(C)c2C)nnc1-c1cn(C)nc1OC	i
O=C(NCCC1=CCCCC1)C(=O)NCCc1ccc(F)cc1	i
COc1ccc2nc(-c3cccc(NC(=O)Nc4ccccc4OC)c3)cn2n1	i
O=C(CSc1n[nH]c(=O)c2cc(-c3ccco3)nn12)NC1CCCCC1	i
CCCC(CCC)C(=O)N1CCN(c2ccc(-c3cccnc3)nn2)CC1	i
O=C(CN1C(=O)CCC1=O)NCC1CCN(C(=O)/C=C/c2ccco2)CC1	i
CCOC(=O)c1ccccc1NC(=O)CSc1nc(=O)[nH]c(C)c1C(=O)OCC	i
CC(CCc1ccccc1)NC(=O)Cc1cc(-c2cccs2)on1 (configuration not stated)	i
CC(NC(=O)Cc1csc(Nc2ccc(F)cc2)n1)c1ccccc1 (configuration not stated)	i
O=C(NCc1ccc(F)cc1)C(=O)NCC(O)Cc1ccccc1 (configuration not stated)	i
CCNC(=O)Cc1csc(Nc2ccc(Cl)cn2)n1	i
O=C(NN1CCOCC1)c1ccc(Cl)s1	i

More results
SMILES	GIRK2 act
O=C(NCC(O)c1cccc2ccccc12)c1c(F)cccc1Cl (configuration not stated)	i
O=C1NC2(CCN(Cc3ccc(Cl)cc3)CC2)C(=O)N1CCOc1ccccc1	i
CC(C)(C)n1ncc2c(=O)n(NC(=O)c3cccc([N+](=O)[O-])c3)cnc21	i
COc1ccc(Cl)cc1NC(=O)C(=O)NCC1CCN(C)CC1	i
CCOC(=O)c1c(SCc2cc(C)ccc2C)nc(=O)[nH]c1C	i
Cc1ccc(C)c(S(=O)(=O)NC2CCCC(O)C2)c1 (configuration not stated)	i
COCCNC(=O)Nc1ccc2c(c1)N(C(C)=O)CC2	i
NC(=O)c1nn(-c2ccc(F)cc2)c(=O)cc1O	i
CC1CC(=O)Nc2c1c(NC(=O)c1ccc3c(c1)OCO3)nn2C (configuration not stated)	i
O=C(Nc1ncc([N+](=O)[O-])s1)c1ccc(=O)n(Cc2ccc(F)cc2)c1	i
Cn1nc(CNS(=O)(=O)Cc2cc(F)ccc2F)c2ccccc2c1=O	i
COc1ccc(F)cc1S(=O)(=O)NCC1COC2(CCCCC2)O1 (configuration not stated)	i
O=C(NCCCn1ncccc1=O)C1CN(C(=O)c2cnccn2)C1	i
CC(=O)Nc1cccc(NC(=O)CSc2ccc(NC(C)=O)nn2)c1	i
COc1ccc(S(=O)(=O)NCC(c2ccsc2)N2CCCCCC2)cc1OC (configuration not stated)	i
O=S(=O)(c1ccc2c(c1)CCCC2)N1CCN(Cc2nnnn2-c2ccccc2)CC1	i
O=C1CC(c2nc(-c3ccc(C(F)(F)F)cc3)no2)CN1c1ccc2c(c1)OCO2 (configuration not stated)	i
O=C(/C=C/c1ccccc1Cl)NCC1CCN(C(=O)c2ccccc2F)CC1	i
COc1ccc(CCNC(=O)Nc2ccc3c(c2)N(S(C)(=O)=O)CCC3)cc1	i
COc1ccc(OCC(=O)Nc2ccc(CC(=O)N3CCOCC3)cc2)cc1	i
O=C(NCCCn1nc(-c2ccncc2)ccc1=O)Nc1cc(Cl)cc(Cl)c1	i
COc1ccccc1-c1cnn2c(NCCC(C)C)cc(C)nc12	i
O=C(NCc1ccccc1Cl)c1coc(NC(=O)c2ccco2)n1	i
Cc1ccccc1-c1ccc(N2CCN(C(=O)c3cccs3)CC2)nn1	i
CCN(CC)S(=O)(=O)c1ccc(C(=O)NCCc2ccsc2)cc1	i
COc1ccc(OC)c(COCC(O)CN2CCOCC2)c1 (configuration not stated)	i
CNC(=O)C(=O)NCC1CCN(Cc2ccsc2)CC1	i
O=C(Cc1cc(-c2ccccc2)on1)Nc1ccc(F)c(C(F)(F)F)c1	i
COc1ccc(C(=O)N2CCc3cc(S(=O)(=O)NC4CCCC4)ccc32)cc1	i
CCn1nnc2c(N3CCN(C=O)CC3)ncnc21	i

Among those listed so far, 2 contain bromine.
SMILES	GIRK2 act
O=c1c(Oc2ccccc2Br)coc2c3c(ccc12)OCN(C1CCS(=O)(=O)C1)C3 (configuration not stated)	i
CN1CC(NC(=O)c2ccccc2Br)CC1=O (configuration not stated)	i

By substructure, those above with a nitro group on carbon (four)
SMILES	GIRK2 act
Cc1ccc(C(CNC(=O)C(=O)Nc2ccc(C)cc2[N+](=O)[O-])N2CCOCC2)cc1 (configuration not stated)	i
O=C(Nc1nc2ccc([N+](=O)[O-])cc2s1)c1ccc(=O)n(Cc2c(F)cccc2Cl)c1	i
CC(C)(C)n1ncc2c(=O)n(NC(=O)c3cccc([N+](=O)[O-])c3)cnc21	i
O=C(Nc1ncc([N+](=O)[O-])s1)c1ccc(=O)n(Cc2ccc(F)cc2)c1	i

The list goes on.
SMILES	GIRK2 act
CC(C)(Oc1ccc(Cl)cc1)C(=O)Nc1ccc2c(c1)C(=O)N1CCCCC1CCO2 (configuration not stated)	i
CCn1nnc2c(SCC(N)=O)ncnc21	i
COc1ccccc1-c1ccc(N2CCN(C(=O)CCCc3ccccc3)CC2)nn1	i
COc1cccc(CNC(=O)CSc2ccc(NC(=O)C(C)C)nn2)c1	i
COc1ccc(Cl)cc1S(=O)(=O)NCCN1CCOC(c2ccccc2)C1 (configuration not stated)	i
O=C(c1ccc(=O)[nH]n1)N1CCC(Cn2cccn2)CC1	i
O=C(CCSc1ccccc1)NCC1CCN(C(=O)c2cc3ccccc3o2)CC1	i
COC(=O)NCC(O)Cc1ccccc1 (configuration not stated)	i
COC(=O)c1ccc2c(=O)n(CC(=O)NCCC3=CCCCC3)c(=S)[nH]c2c1	i
CSc1nc(-c2ccccc2)c(NC(=O)CCc2ccccc2)s1	i
Cc1cc(C)n(CC(=O)Nc2cccc(C#N)c2)c(=O)c1C#N	i
O=C(NC1CCSC1=O)C1CN(C(=O)c2cccs2)C1 (configuration not stated)	i
Cn1ccnc1N1CCN(C(=O)c2ccc(N3C(=O)CCC3=O)cc2)CC1	i
O=C(Cc1ccc(F)cc1)N1CCN(c2ccc3nnc(-c4ccco4)n3n2)CC1	i
COC(=O)N1CCC(CNS(=O)(=O)Cc2cccc(C)c2)CC1	i
COC(=O)Nc1ccc(CC(=O)NC2CC2)cc1	i
Cc1cc(S(=O)(=O)NC2CCCC(O)C2)c(Cl)cc1Cl (configuration not stated)	i
CS(=O)(=O)N1CCCC(C(=O)Nc2sc3c(c2C(N)=O)CCC3)C1 (configuration not stated)	i
O=C(c1cnn2ccccc12)N1CCN(S(=O)(=O)/C=C/c2ccccc2)CC1	i

An excerpt, so the mix of outcomes need not match the whole.
